Assay outcomes: PubChem, Sanford-Burnham Center for Chemical Genomics
MT1-MMP act inh – blockers of MT1-MMP proenzyme processing, primary screen, HT1080 RFP-PRO-GFP cells, GFP/RFP fluorescence | hit rate 0.061% among 360,000 | GFP/RFP ratio change, % at 20 µM | Matrix metalloproteinase-14 (Homo sapiens), P50281 | GFP/RFP ratio fluorescence, overnight; percent of plate control window, DMSO zero;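 active = GFP/RFP ratio change of at least 30% with cell ATP level not reduced by more than half and red fluorescence within 50% of control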; also: strong numbers were not always called active
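Read-out: GFP/RFP fluorescence ratio; Test system: RFP-PRO-GFP reporter HT1080 cells; Compound dosing: single-point 20 µM compound, 1% DMSO; Times: overnight compound exposure at 37 °C.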
Rpn11 block – Rpn11 (PSMD14) deubiquitinase inhibitors, primary screen, biochemical, fluorescence polarization, uHTS | 26S proteasome non-ATPase regulatory subunit 14 (Homo sapiens), O00487 | human 26S proteasome, Ub4-pepOG fluorescence polarization; 20S core pre-blocked with epoxomicin | calls only at 20 µM | hit rate 0.59% among 360,000 | AID 588493, 2011;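 active = inhibition at 20 µM, scaled to each plate's controls, above about 33%, limit read from the data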
LMPTP block – LMPTP phosphatase inhibitors, primary screen, biochemical, fluorescence intensity, uHTS; Low molecular weight phosphotyrosine protein phosphatase (Homo sapiens), P24666; recombinant LMPTP-A, OMFP fluorogenic substrate; inhibition, % at 20 µM; hit rate 0.22% among 360,000; AID 651560, 2012;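 active = compounds that cut the enzyme signal by at least half of the control window in the single-dose screen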;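 also: plate controls were DMSO wells with enzyme plus substrate for no effect and substrate without enzyme for full effect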
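test system = LMPTP-A | amount = 0.625 nM LMPTP-A final | reagent = fluorogenic phosphatase substrate OMFP at 400 µM final | incubation = 50 min at room temperature | benchmarks = no-enzyme low control, uninhibited high control | medium = Bis-Tris pH 6.0, DTT, detergent | signal = fluorescence intensity of OMFP turnover product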
SKN-1 block – suppressors of acrylamide-induced Pgst-4::GFP reporter in worms, primary screen, SKN-1 inhibitor project, whole organism, uHTS, GFP/RFP fluorescence ratio, strain VP596; C. elegans VP596 Pgst-4::GFP/RFP ratio, 24 h; inhibition, % at 21.8 µM; hit rate 0.49% among 360,000;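 active = interference check ratio from 0.5 to 1.5 plus GFP to RFP signal ratio inhibition reaching or exceeding a fixed threshold, cut at about 30% in these data, passing the limit was not always enough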; also: some compounds called inactive have numbers as strong as hits
NadD block – inhibitors of S. aureus NadD, primary screen, biochemical, colorimetric, uHTS | AID 602399, 2012 | hit rate 0.78% among 360,000 | inhibition, % at 20 µM | purified NadD enzyme, colorimetric absorbance read-out; in the data active = inhibition above about 26%; also: some compounds past the cut are filed as inactive
STEP inh – STEP phosphatase inhibitors, primary screen, biochemical, fluorescence intensity, uHTS; Tyrosine-protein phosphatase non-receptor type 5 (Homo sapiens), P54829; inhibition, % at 20 µM; recombinant STEP, OMFP fluorogenic substrate; hit rate 0.25% among 360,000; AID 588621, 2011;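 active = inhibition at 20 µM, scaled per plate between control wells, above about 37%, limit read from the data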;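 also: 0% = DMSO with enzyme and substrate and 100% = substrate only without enzyme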
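material = STEP tyrosine phosphatase | reagent = fluorogenic phosphatase substrate OMFP at 25 µM final | doses = single compound dose of 20 µM, 1% DMSO final | schedule = 20 min reaction, room temperature, in the dark | measured by = fluorescence, 480/540 nm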
DNMT1 block – human DNMT1 methyltransferase inhibitors, primary screen, biochemical, molecular beacon, fluorescence, HinP1I cleavage, uHTS; DNA (cytosine-5)-methyltransferase 1 (Homo sapiens), P26358; inhibition (reported as % activation of signal), % at 10 µM; hit rate 0.83% among 360,000; in the data active = inhibition above about 50%
Target sequence (P26358 504-1616 limits assumed): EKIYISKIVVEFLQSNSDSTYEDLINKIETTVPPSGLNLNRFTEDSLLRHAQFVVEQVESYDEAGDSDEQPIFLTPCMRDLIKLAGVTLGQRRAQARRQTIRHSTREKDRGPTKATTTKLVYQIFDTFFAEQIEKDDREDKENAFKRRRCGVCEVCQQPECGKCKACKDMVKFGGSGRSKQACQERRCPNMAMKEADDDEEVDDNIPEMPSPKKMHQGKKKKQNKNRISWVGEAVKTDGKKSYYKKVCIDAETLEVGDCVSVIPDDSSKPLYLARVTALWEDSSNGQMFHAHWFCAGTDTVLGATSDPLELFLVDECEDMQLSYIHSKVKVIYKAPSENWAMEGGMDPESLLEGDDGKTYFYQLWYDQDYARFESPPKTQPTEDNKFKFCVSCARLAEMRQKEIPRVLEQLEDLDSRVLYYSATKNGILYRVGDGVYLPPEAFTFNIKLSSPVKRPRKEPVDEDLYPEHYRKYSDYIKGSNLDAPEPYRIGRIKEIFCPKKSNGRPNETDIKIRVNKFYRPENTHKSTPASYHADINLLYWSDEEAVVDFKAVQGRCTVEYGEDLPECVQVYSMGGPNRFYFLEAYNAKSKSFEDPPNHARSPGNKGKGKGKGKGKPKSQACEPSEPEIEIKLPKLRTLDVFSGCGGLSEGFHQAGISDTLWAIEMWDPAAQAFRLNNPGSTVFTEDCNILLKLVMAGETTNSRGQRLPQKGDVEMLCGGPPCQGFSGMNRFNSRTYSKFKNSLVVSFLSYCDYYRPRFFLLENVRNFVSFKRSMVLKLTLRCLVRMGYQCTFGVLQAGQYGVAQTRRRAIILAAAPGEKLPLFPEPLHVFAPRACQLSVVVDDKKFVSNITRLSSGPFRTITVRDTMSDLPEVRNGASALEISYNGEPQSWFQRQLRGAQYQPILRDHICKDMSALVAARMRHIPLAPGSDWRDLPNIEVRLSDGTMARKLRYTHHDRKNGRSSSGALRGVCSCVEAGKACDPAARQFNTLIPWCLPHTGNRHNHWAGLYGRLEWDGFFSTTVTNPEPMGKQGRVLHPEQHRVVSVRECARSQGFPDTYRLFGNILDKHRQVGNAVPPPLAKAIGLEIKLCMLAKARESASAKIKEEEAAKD
Scp1 inh – Scp-1 phosphatase inhibitors, primary screen, biochemical, colorimetric, uHTS | AID 493091, 2011 | inhibition, % at 20 µM | hit rate 0.88% among 340,000 | Carboxy-terminal domain RNA polymerase II polypeptide A small phosphatase 1 (Homo … | Recombinant Scp1, phosphopeptide, malachite green phosphate absorbance;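 active = inhibition above about 50% at 20 µM, limit read from the data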;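 also: plate controls were DMSO wells with enzyme for no effect and wells lacking enzyme for full effect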
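Incubation: 45 min enzyme reaction at room temperature / System: truncated SCP-1 phosphatase (76-261aa) / Reagent: Phospho 17-mer peptide substrate / Buffer or medium: Acidic Tris acetate buffer with magnesium and detergent / Signal: absorbance at 630 nm / Doses: one concentration, 20 µM, with 1.0% DMSO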
NRP1-CendR mod – modulators of CendR peptide binding to NRP-1, primary screen, biochemical, fluorescence polarization, uHTS | hit rate 0.85% among 360,000 | Neuropilin-1 (Homo sapiens), O14786 | AID 602438, 2012 | inhibition, % at 25 µM | FAM-RPARPAR peptide binding to NRP-1;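 active = inhibition or corrected inhibition above about 18%, plus a signal ratio from 0.5 to 1.5, limit read from the data, passing the limit was not always enough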; also: strong numbers were not always called active
SUMO1 PPI mod – modulators of SUMO1 protein-protein interactions, primary screen, biochemical, uHTS; SUMO1 binding to a labelled peptide, TR-FRET, 1 h; inhibition, % at 20 µM; hit rate 0.33% among 360,000; AID 602429, 2012; in the data active = inhibition above about 37%
* marks the source's active call; other numbers are inactive results; i = inactive; . = no result given.

SMILES	MT1-MMP act inh	Rpn11 block	LMPTP block	SKN-1 block	NadD block	STEP inh	DNMT1 block	Scp1 inh	NRP1-CendR mod	SUMO1 PPI mod
COc1ccc(CC(=O)Nc2ncc([N+](=O)[O-])s2)cc1OC	3.1	i	24.3	-6.5	1.2	9.3	1.8	71.0*	-3.3	12.7
O=S(=O)(c1ccc(N2CCOCC2)c(Cl)c1)N1CCOCC1	2.4	i	-0.9	-7.6	2.4	-0.5	1.9	-0.6	-1.3	7.2
Cc1cccnc1C(NC(=O)C1CCN(Cc2ccccc2)CC1)c1ccc(F)cc1 (stereo not given)	0.3	i	0.6	7.9	-7.2	-3.7	-3.8	.	0.6	0.7
CCOc1ccc(N(C(=O)/C=C/C(=O)Nc2cc(C)on2)C(C(=O)NC2CCCC2)c2ccccc2C)cc1 (stereo not given)	-2.8	i	1.8	8.7	2.6	-0.7	-5.9	-4.5	2.7	3.0
CCOC(=O)N1CCN(C(=O)C2CCC(CNS(=O)(=O)c3ccc(Cl)cc3)CC2)CC1 (stereo not given)	3.8	i	-2.3	12.7	8.5	-2.8	-0.5	-9.5	27.3*	-5.5
O=C1CCN(Cc2ccccc2)CCN1[C@H](CO)Cc1ccccc1	6.6	i	0.0	-2.6	-0.2	-3.0	0.4	-8.1	10.3	3.0
COc1ccc(C(=O)N2CCCC(CCC(=O)NCc3ccc(F)c(F)c3)C2)o1 (stereo not given)	0.1	i	2.2	7.2	-3.6	-4.0	0.2	-5.0	-0.1	3.1
Cc1nn(CC(=O)N2CCN(c3ccccc3)CC2)c(=O)c2cccn12	5.4	i	-1.8	-14.9	2.2	1.0	5.7	-8.4	3.9	-2.1
C/C(=N/NC(=O)c1ccccc1O)c1ccc(N2C(=O)C3CCCCC3C2=O)cc1 (stereo not given)	0.3	i	0.3	29.9	1.0	3.1	-2.0	-17.3	8.4	16.4
COc1cccc(C(=O)NCCS(=O)(=O)NCc2ccccn2)c1	0.7	i	-0.7	4.5	-2.2	1.1	-1.5	-7.6	-18.5	11.0
O=C(O)/C=C/C(=O)NCCNc1ncc(C(F)(F)F)cc1Cl	-2.3	i	-0.4	-4.7	-3.6	-0.2	-1.0	-8.0	1.7	3.7
CC(C)n1c(CSCc2ccc(Cl)cc2Cl)n[nH]c1=S	-11.2	i	-1.1	1.3	17.2	3.6	-1.3	-2.9	16.5	-2.5
O=S(=O)(Nc1ccc(C(O)(C(F)(F)F)C(F)(F)F)cc1)c1ccc(Cl)c2nonc12	-64.2	i	3.2	15.4	-7.7	-3.6	11.6	.	-5.7	-26.6
CC(=O)CC1N(S(=O)(=O)c2ccc(C)cc2)c2ccccc2N1S(=O)(=O)c1ccc(C)cc1	10.1	.	3.0	4.1	.	.	.	.	13.9	5.9
CC1=C(c2ccc(F)cc2)[N+](=O)C(C)(C)N1[O-]	-2.2	i	2.4	-12.9	-2.7	-1.1	1.5	2.7	13.9	1.2
CC1CC(NC(=O)N(C)C)N(C)C(=O)N1 (stereo not given)	1.9	i	-1.0	3.2	-2.9	-5.0	66.3*	0.0	-8.7	-0.4
CCOCCn1c(=NC(=O)CSCC(=O)N2CCOCC2)sc2cc(OC)ccc21	-1.2	i	-0.3	17.9	3.3	-0.9	-0.3	-5.0	9.2	5.1
Cc1cc(C(=O)Nc2ccc(Cl)c(S(=O)(=O)N3CCOCC3)c2)c2ccccc2n1	-0.4	i	-0.3	8.0	4.8	-0.5	-9.2	-4.3	-0.1	4.7
c1ccc(-c2noc(-c3ccc4ccccc4c3)n2)nc1	1.2	i	-0.8	42.5*	9.4	-2.8	-5.8	0.2	-1.3	-31.0
COc1ccc(C(=O)/C=C/Nc2ccc(S(=O)(=O)Nc3onc(C)c3C)cc2)cc1	1.2	i	-0.6	0.8	4.1	2.7	1.5	-3.9	-6.9	6.1

Full records from above. Order of screens: MT1-MMP act inh | Rpn11 block | LMPTP block | SKN-1 block | NadD block | STEP inh | DNMT1 block | Scp1 inh | NRP1-CendR mod | SUMO1 PPI mod
Results for `C/C(=N/NC(=O)c1ccccc1O)c1ccc(N2C(=O)C3CCCCC3C2=O)cc1` (stereo not given) = 0.3 | i | 0.3 | 29.9 | 1.0 | 3.1 | -2.0 | -17.3 | 8.4 | 16.4
Results for `CCOC(=O)N1CCN(C(=O)C2CCC(CNS(=O)(=O)c3ccc(Cl)cc3)CC2)CC1` (stereo not given) = 3.8 | i | -2.3 | 12.7 | 8.5 | -2.8 | -0.5 | -9.5 | 27.3* | -5.5

The listing continues.
SMILES	MT1-MMP act inh	Rpn11 block	LMPTP block	SKN-1 block	NadD block	STEP inh	DNMT1 block	Scp1 inh	NRP1-CendR mod	SUMO1 PPI mod
Cc1ccc(S(=O)(=O)N(C)c2ccc(OCC(=O)N3CCCCC3)cc2)cc1	3.7	i	0.2	-10.1	-0.4	-0.8	0.7	-3.6	14.0	-1.2
COc1ccc(OC)c(CNC(=O)CCCc2cn(C)c3ccccc23)c1	2.2	i	2.1	-5.5	-1.7	5.0	-2.2	-10.3	13.6	-0.7
Cc1ccccc1N1CC(=O)N(c2ccccc2C)CC1=O	36.2*	i	-0.6	23.7	7.4	-0.5	-1.1	8.1	4.1	0.4
CC1CN(c2sc(S(C)(=O)=O)nc2S(=O)(=O)c2ccc(Cl)cc2)CC(C)O1 (stereo not given)	-13.9	i	-1.2	-15.8	-6.8	-5.7	4.1	-1.4	19.0	3.2
CC(C)CN1C(=O)C(=Nc2cccnc2)c2ccccc21	-4.9	i	1.4	26.7	-5.3	2.0	1.5	-1.4	6.1	-4.6
COc1ccc(Cl)cc1C(=O)NNC(=O)c1cccs1	2.7	i	-0.3	5.9	0.6	2.1	-0.4	-2.7	5.0	2.1
COCCn1c(C)cc2c(c1=O)C(c1ccccc1F)C(C#N)=C(N)O2 (stereo not given)	1.8	i	-2.0	0.6	3.5	-1.1	3.1	-14.3	-29.5	0.8
CN(C(=O)COC(=O)c1ccc2c(c1)OCCO2)C1CCCCC1	0.7	i	-0.2	1.9	-1.3	-2.1	1.0	-2.0	2.0	2.2
COc1ccc(C(=O)NCC(c2ccco2)N2CCc3ccccc32)cc1OC (stereo not given)	-8.5	i	-0.3	28.9	-5.0	-2.7	0.2	-5.7	14.1	0.1
CCN(C(=O)COc1ccc(C)cc1OC)c1cccc2ccccc12	-6.1	i	0.4	-12.8	2.2	-2.4	0.0	-7.6	6.8	1.2
NS(=O)(=O)c1ccc(NC(=O)c2cc(-c3cc(Cl)ccc3O)n[nH]2)cc1	3.3	i	0.8	-9.7	-3.9	-4.4	-0.6	-24.9	-9.5	7.9
CCN(CC(=O)Nc1ccc(OC)cc1)C(=O)Cc1ccc(OC)c(S(=O)(=O)N2CCOCC2)c1	-1.4	i	-8.5	-4.4	2.6	-1.8	-0.2	-6.5	-6.4	-14.4
CC(=O)Nc1cccc(OCC(O)Cn2c(C)nc3ccccc32)c1 (stereo not given)	.	i	1.2	-17.0	1.5	-2.2	-0.2	-5.8	-0.3	2.0
O=C1NC[C@H](Cc2ccccc2)N(C[C@@H]2CCCN2C[C@H](Cc2ccccc2)N2C[C@H](Cc3ccccc3)N(CCc3ccccc3)C(=O)C2=O)C1=O	2.9	i	4.3	9.8	21.4	1.2	-2.3	.	0.0	7.9
O=C(CCn1cnc2ccccc21)N/N=C/C=C/c1ccccc1	2.3	i	-1.6	-5.1	-7.0	2.3	-2.5	-6.6	3.3	-22.9
S=c1[nH]nc(C2CCCCC2)n1/N=C/c1ccco1	2.0	i	-2.0	2.1	-3.1	-3.0	2.9	-4.9	9.4	-1.2
Cc1ccc2c(Cl)cc(Cl)c(OCC(=O)N3CCCC3)c2n1	2.7	i	-1.5	12.7	-5.4	-3.2	-2.3	-7.1	-8.9	-1.2
CN1CCN(c2ccc(NC(=O)COc3cccc4ccccc34)cc2)CC1	-2.2	i	-3.4	11.8	-6.6	-1.2	3.0	1.8	11.3	0.6
Cc1noc(-c2ccccc2)c1NC(=O)Nc1ccc(Cl)cc1	2.2	i	0.7	-4.0	-2.1	-0.1	-1.1	-10.5	-18.6	-3.0
O=C(NNCc1ccccc1)c1ccccc1	1.0	i	-1.6	4.7	2.0	0.8	1.9	-5.0	-9.3	16.9
Oc1ccc(N=Nc2ccccc2)o1	2.4	i	-0.5	-2.1	-4.7	3.0	1.4	-10.0	-1.5	2.9
COC(=O)c1ccc(NC(=O)Cn2nnc3ccccc32)cc1	8.0	i	-0.5	-13.5	6.1	1.2	-0.6	-7.0	-18.6	1.6
Cc1ccc(S(=O)(=O)Nc2cccc3c2O[C@H](CN(C)Cc2ccccc2)[C@@H](C)CN([C@H](C)CO)C3=O)cc1	1.6	i	-1.4	-5.0	-3.0	-0.1	4.2	-3.0	-5.6	-2.0
CCCC(=O)N1CC(=O)Nc2ccc(C)cc2C1c1ccccc1 (stereo not given)	0.5	i	0.4	9.9	-4.8	0.8	-0.6	-5.7	-0.5	0.1
COc1ccc(CN(C2CC2)S(=O)(=O)c2ccccc2Br)cc1	-2.9	i	0.9	14.2	-0.2	0.6	-3.0	-4.0	1.5	7.2
CC(C)(C)C(=O)/C=c1\[nH]c(=O)/c(=C\c2ccc(C#N)cc2)s1	-6.1	i	0.6	5.1	4.7	0.4	-1.8	2.5	-13.0	-22.8
O=C(O)c1cc(S(=O)(=O)N2CCN(c3ccccn3)CC2)ccc1Cl	0.0	i	-1.0	17.2	-2.3	-1.0	2.8	3.8	-5.5	1.2
C=CCNC1=C(Cl)C(=O)N(Cc2ccccc2)C1=O	4.1	i	0.8	27.0	-0.8	1.4	-1.6	-3.0	13.8	-18.2
O=C(CCNC(=O)c1ccco1)Nc1ccccc1	7.0	i	-1.1	-11.3	1.4	-0.8	-0.8	1.4	3.7	5.8
